Assay outcomes from PubChem.
ASAP1 inh = ASAP1 ArfGAP inhibition. Q9ULH1. ASAP1-stimulated ARF1 GTP hydrolysis, GDP FP detection. inhibition, % at 16.5 µM. 360,000 compounds, 0.19% hits. AID 624377; in the data active = inhibition above about 25%;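 note: 0% = vehicle with enzyme and substrate and 100% = no enzyme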
KLK7 zymogen act = activators of human kallikrein-7 zymogen; P49862; purified proKLK7, EDANS-DABCYL substrate fluorescence; 100% is mature enzyme control, 0% vehicle; activation, % at 7 µM; 370,000 compounds, 0.9% hits;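 active = activation above the mean of all tested compounds plus 3 SD, computed per campaign excluding outliers beyond control limits, cut at about 13% in these data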
Target sequence (P49862 whole entry, looked up): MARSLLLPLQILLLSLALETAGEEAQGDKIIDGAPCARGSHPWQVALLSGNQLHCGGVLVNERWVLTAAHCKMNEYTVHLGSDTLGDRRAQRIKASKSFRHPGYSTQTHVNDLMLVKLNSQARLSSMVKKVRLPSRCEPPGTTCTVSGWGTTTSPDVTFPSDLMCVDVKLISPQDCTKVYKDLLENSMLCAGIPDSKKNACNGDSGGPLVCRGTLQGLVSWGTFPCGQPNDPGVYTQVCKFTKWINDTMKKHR
TDP2 inh = TDP2 (human) inhibition, absorbance primary screen | AID 720702 | inhibition, % at 12.8 µM | 370,000 compounds, 0.34% hits | recombinant TDP2, T5PNP hydrolysis, p-nitrophenol absorbance 415 nm;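 active = inhibition above the mean of all tested compounds plus 3 SD, set per campaign, cut at about 25% in these data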;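 note: 0% = DMSO with enzyme and 100% = buffer with substrate but no TDP2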
Target sequence (O95551 whole entry, looked up): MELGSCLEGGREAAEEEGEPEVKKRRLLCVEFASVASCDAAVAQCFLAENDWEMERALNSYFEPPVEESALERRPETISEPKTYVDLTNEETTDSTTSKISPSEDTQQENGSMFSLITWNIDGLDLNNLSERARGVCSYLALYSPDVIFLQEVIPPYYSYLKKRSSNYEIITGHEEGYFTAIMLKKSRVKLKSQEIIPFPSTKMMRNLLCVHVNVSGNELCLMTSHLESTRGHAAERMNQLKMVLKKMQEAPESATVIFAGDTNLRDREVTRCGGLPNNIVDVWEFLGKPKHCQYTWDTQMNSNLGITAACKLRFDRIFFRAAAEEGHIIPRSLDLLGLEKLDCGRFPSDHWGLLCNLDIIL
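Test system: human TDP2 enzyme; Input: 120 nM TDP2 per well; Buffer or medium: Mg2+-containing Tris-HCl buffer, pH 7.5; Reagent: 5 mM T5PNP; Dosing: 12.8 µM single point, 1% DMSO; Incubation: reaction 2 h, 37 °C; Detection: p-Nitrophenol epi absorbance; Read-out: % inhibition relative to enzyme-containing and enzyme-free wells; Replicates: single well per compound.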
ADAM17 inh = ADAM17 inhibition, QFRET primary screen. P78536. recombinant ADAM17, EDANS/DABCYL FRET peptide cleavage. inhibition, % at 6.95 µM. 370,000 compounds, 0.83% hits;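 active = inhibition above the mean of compounds lying between control limits plus 3 SD, set per campaign, cut at about 8.5% in these data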;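 note: 0% = DMSO-only wells as the low control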
ARFGAP1 inhibitor = inhibits rat ARF GTPase activating protein 1. Q62848. Arfgap1-stimulated ARF1 GTP hydrolysis, GDP FP detection. inhibition, % at 16.5 µM. 360,000 compounds, 0.26% hits;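 active = inhibition above a per-plate limit, mean inhibition of low control wells plus 3 SD, cut at about 25% in these data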;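 note: 0% = DMSO wells with enzyme and 100% = wells lacking Arfgap1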
Target sequence (Q62848 1-136 limits assumed): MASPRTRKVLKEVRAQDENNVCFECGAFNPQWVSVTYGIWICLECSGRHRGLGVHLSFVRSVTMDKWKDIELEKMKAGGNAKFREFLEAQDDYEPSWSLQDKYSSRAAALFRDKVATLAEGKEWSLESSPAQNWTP
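system = rat Arfgap1 catalytic domain, aa 1-136 | technique = FP, GDP Alexa 633 tracer displaced from anti-GDP antibody, 620/688 nm | compound = one concentration, 16.5 µM, DMSO 1.26% | medium = HEPES-based buffer, pH 7.5 | timing = compound-enzyme preincubation 20 min, reaction 120 min, detection 60 min, 25 °C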
DDE Tn7 FP inh = disrupts Tn7 cyclic peptide binding to fibrin D-Dimer-E complex. P02675. FP displacement of FITC-Tn7 peptide from fibrin DD(E); 0% = median of compound wells per plate. inhibition, % at 8.3 µM. 370,000 compounds, 0.13% hits;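 active = inhibition above the mean of compounds falling within the control limits plus 3 SD of them, cut at about 14% in these data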;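 note: 0% = plate median of compound wells and 100% = 10 µM Aha-Tn7 peptide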
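Test system – human fibrin DD(E) · Times – 10 min preincubation, 3 h with tracer, room temperature · Detection – fluorescence polarization of the labelled Tn7 tracer · Measure – percent inhibition normalized to high-control wells · Benchmarks – high control wells with 10 µM unlabelled Aha-Tn7 peptide (full inhibition) · Repeats – singlicate testing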
ADAM10 inh = ADAM10 inhibition, QFRET primary screen | recombinant ADAM10, EDANS/DABCYL FRET peptide cleavage, 3 h | AID 720582 | O14672 | inhibition, % at 7 µM | 370,000 compounds, 0.62% hits;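 active = inhibition above a per-campaign cutoff equal to the mean of compounds falling between control-based bounds plus 3 SD, cut at about 20% in these data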;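 note: 0% = DMSO wells while the 100% control is not disclosed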
PLCg1 inh = inhibitors of human phospholipase C gamma1; purified PLC-gamma1, fluorogenic substrate, fluorescence; inhibition, % at 12.2 µM; 370,000 compounds, 0.84% hits; in the data active = inhibition above about 9.5%
LEDGF integ inh = blocks HIV-1 LEDGF/p75-dependent DNA integration; TR-FRET IN-LEDGF/p75 DNA integration, Eu/Cy5; inhibition, % at 3.7 µM; 370,000 compounds, 0.64% hits; AID 743269;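 active = inhibition above the screen-wide mean plus 3 SD, cut at about 13% in these data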;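 note: signal is the Cy5 over europium emission ratio at 671 and 618 nm; 0% = plate median of compound wells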
DDE Tn6 FP inh = disrupts Tn6 cyclic peptide binding to fibrin D-Dimer-E complex. Fibrin DD(E) TRITC-Tn6 fluorescence polarization displacement. inhibition, % at 8.3 µM. 370,000 compounds, 0.21% hits. AID 720509;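 active = inhibition above a per-campaign cutoff: mean of compounds within control limits plus 3 SD, cut at about 15% in these data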;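 note: 0% = median of all compound wells on the plate and 100% = blocking peptide control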
Active calls of the source: *. Compounds as they come; about 4.2% have a hit in one of these screens.

SMILES	ASAP1 inh	KLK7 zymogen act	TDP2 inh	ADAM17 inh	ARFGAP1 inhibitor	DDE Tn7 FP inh	ADAM10 inh	PLCg1 inh	LEDGF integ inh	DDE Tn6 FP inh
COC(=O)c1ccccc1NS(=O)(=O)c1ccc2[nH]c(=O)[nH]c2c1	2	0.2	-3	2	7	-7	-6	-1	-1	-1
CCCNC(=O)C(Cc1ccc(OC)cc1)NC(=O)c1ccc(C#N)cc1 (configuration not stated)	-3	-0.1	6	-3	8	-2	-6	0	-2	-9
COc1ccc(OC)c(S(=O)(=O)N2CCC3(CC2)CC(=O)c2ccccc2O3)c1	-9	0.5	6	-26	13	0	-65	-7	-1	6
CCOC(=O)N1CCN(C(=O)CN(C2CCCCC2)S(=O)(=O)c2ccc(F)cc2)CC1	4	0.0	3	-1	1	-5	-5	3	2	-5
CC(C)[C@H](NC(=O)N1CCn2c1nc1ccccc12)C(=O)N[C@@H](Cc1ccccc1)C(=O)O	-4	0.3	1	0	11	-5	-19	5	-3	-8
O=C(O)Cn1nc2ccccc2n1	-3	0.4	0	-2	-3	5	2	0	0	6
COc1ccc(NC(=O)CCc2nnc3ccc(N4CCC5(CC4)OCCO5)nn23)cc1	2	0.0	-14	-6	4	-1	-5	1	-8	7
O=C1NC[C@H](CCCCN2C[C@@H](Cc3ccccc3)N(CC3CCCCC3)C(=O)C2=O)N(CCC2CCCCC2)C1=O	0	-0.1	-2	-2	8	0	-1	0	-1	6
COc1cc(OC)cc(N(C(=O)C2COc3ccccc3O2)C(C(=O)NC2CCCCC2)c2ccc(O)cc2)c1 (configuration not stated)	14	0.1	0	11*	0	3	15	1	0	-4
COc1ccc(C(=O)Nc2nnc(S(=O)(=O)N(C)Cc3ccccc3)s2)cc1	-8	-0.1	5	3	6	-2	-5	-2	2	-7
COc1ccc(Cl)cc1NC(=O)NC(C)C	9	-0.1	1	0	7	-6	6	2	2	-2
COc1ccccc1NC(=O)c1cc(C(=O)Nc2ccccc2OC)n(C)n1	-2	0.1	-6	-3	5	0	-3	-2	-7	3
CCOC(=O)c1ccc(NC(=O)N2CCCCCC2)cc1	9	0.2	-6	-7	2	2	1	2	-3	10
O=c1[nH]c(=O)n(Cc2ccccc2)c2nc(-c3ccc(Oc4ccc(F)cc4)c([N+](=O)[O-])c3)n(CCO)c12	-3	-0.2	-9	6	-8	-5	18	-4	8	-5
COC(C(=O)Nc1ccccc1F)c1ccccc1 (configuration not stated)	15	-0.2	-13	-10	9	-5	-3	0	1	-2
Cc1cc(-c2nnc(SCC(=O)c3ccc(F)cc3)o2)no1	-6	0.0	-1	-3	-3	2	2	1	-2	5
N#CCc1c(C#N)c(N)nc(N2CCN(S(=O)(=O)c3ccccc3F)CC2)c1C#N	7	-30	16	-74	3	-9	-188	-350	-3	0
Cc1cc(C)c(C(=O)NCC(=O)c2ccccc2)c(C)c1	11	-0.5	-16	1	2	-9	-3	5	3	6
O=C(CC1SC(N2CCCC2)=NC1=O)Nc1ccc(C(=O)Nc2ccccc2)cc1 (configuration not stated)	5	0.7	0	-1	7	-2	-13	2	1	0
O=C(NC(c1ccc(F)cc1)c1ccc2ccccc2n1)C1CCN(Cc2ccc3ccccc3n2)CC1 (configuration not stated)	9	-0.2	-8	1	0	1	-1	-5	-3	4
CCOC(=O)N1CCN(C(=O)C(C)N(c2ccccc2)S(C)(=O)=O)CC1 (configuration not stated)	-1	0.3	1	1	4	-14	-6	1	3	-5
Cc1ccc(/C=C/C(=O)Nc2sc3c(c2C#N)CCCC3)o1	-9	-0.4	10	-1	6	7	-4	-11	1	-2
Cc1oc2c(cc(NS(=O)(=O)c3ccc(F)cc3)c3ccccc32)c1C(=O)O	-3	-0.7	9	-2	1	-1	-11	-14	1	-5
Cc1cccc(NC(=O)CN2CCN(C(=O)c3c(C)nn(Cc4ccccc4)c3C)CC2)c1C	12	-0.9	-11	0	-1	-4	-4	1	1	1
CC(=O)c1cccc(-n2nnnc2SCC(=O)N2CCCC2)c1	-1	-1.1	0	1	0	-3	0	4	-1	3

Only ADAM17 inh (3 entries from above):
Compound	ADAM17 inh
Cc1cc(-c2nnc(SCC(=O)c3ccc(F)cc3)o2)no1	-3
N#CCc1c(C#N)c(N)nc(N2CCN(S(=O)(=O)c3ccccc3F)CC2)c1C#N	-74
Cc1cc(C)c(C(=O)NCC(=O)c2ccccc2)c(C)c1	1

Back to the main list with the 6 entries that preceded the break.
SMILES	ASAP1 inh	KLK7 zymogen act	TDP2 inh	ADAM17 inh	ARFGAP1 inhibitor	DDE Tn7 FP inh	ADAM10 inh	PLCg1 inh	LEDGF integ inh	DDE Tn6 FP inh
O=C(NC(c1ccc(F)cc1)c1ccc2ccccc2n1)C1CCN(Cc2ccc3ccccc3n2)CC1 (configuration not stated)	9	-0.2	-8	1	0	1	-1	-5	-3	4
CCOC(=O)N1CCN(C(=O)C(C)N(c2ccccc2)S(C)(=O)=O)CC1 (configuration not stated)	-1	0.3	1	1	4	-14	-6	1	3	-5
Cc1ccc(/C=C/C(=O)Nc2sc3c(c2C#N)CCCC3)o1	-9	-0.4	10	-1	6	7	-4	-11	1	-2
Cc1oc2c(cc(NS(=O)(=O)c3ccc(F)cc3)c3ccccc32)c1C(=O)O	-3	-0.7	9	-2	1	-1	-11	-14	1	-5
Cc1cccc(NC(=O)CN2CCN(C(=O)c3c(C)nn(Cc4ccccc4)c3C)CC2)c1C	12	-0.9	-11	0	-1	-4	-4	1	1	1
CC(=O)c1cccc(-n2nnnc2SCC(=O)N2CCCC2)c1	-1	-1.1	0	1	0	-3	0	4	-1	3
O=C(CC(c1ccc(F)cc1)c1ccco1)N1CCOCC1 (configuration not stated)	1	0.3	-4	-3	5	-8	2	2	-1	-7
COc1ccc(C(=O)O)cc1NC(=S)NC(=O)Cc1ccc(Cl)cc1	-15	0.2	-2	0	-8	-1	-11	-4	3	2
CCOc1ccccc1N1CCN(C(=O)CNC(=O)c2ccc(OC)c(OC)c2)CC1	4	1.1	3	-1	2	7	-10	-1	2	3
NC(=O)C1CCN(C(=O)c2ccc(NS(=O)(=O)c3ccc(Br)s3)cc2)CC1	-4	0.1	-4	2	-6	-1	2	-2	7	6
O=S(=O)(c1ccc(S(=O)(=O)N2CCCC2)cc1)N1CCCCCC1	-20	-0.6	-2	-4	12	0	-3	0	1	2
COCCCNCCOCCOc1ccc(C)cc1Br	-8	0.3	-4	3	-6	-7	4	4	0	2
O=C(CCn1c2c(c3ccccc31)CCCC2)NNC(=O)c1cccc([N+](=O)[O-])c1	0	0.1	2	5	9	8	6	3	-2	-9
C/C(=N/NS(=O)(=O)c1ccc(C)cc1)c1c(O)c2ccccc2oc1=O	5	-0.5	17	-1	8	-3	-1	-6	2	-9
O=c1c2ccccc2c(-c2ccccc2)nn1Cc1ccccc1	-6	0.1	-12	2	-2	-3	10	12*	5	-1
Cn1c(=O)c2c(nc(CN3CCOCC3)n2CC(=O)c2ccccc2)n(C)c1=O	-11	0.2	-7	1	8	5	-4	-1	-1	-2
COc1ccc(-c2oc3c(c2C#CC2(O)CCCCC2)C(OC(C)=O)CCC3)cc1 (configuration not stated)	-1	0.0	-5	-5	-10	3	-17	-13	-3	13
COCCN(CC1CCCN(C2Cc3ccccc3C2)C1)C(=O)CCC(N)=O (configuration not stated)	-9	-0.2	-13	-2	6	7	-1	-2	-6	1
CCc1cc(C(=O)N2CCCC(C(=O)c3ccc(Oc4ccccc4)cc3)C2)n(C)n1 (configuration not stated)	9	1.6	3	3	2	0	-4	1	2	15
CCn1nnnc1SCC(=O)Nc1ccc2c(c1)OCO2	-3	-0.4	-1	-2	3	-3	6	2	1	5
CCCNC(=S)N1CCN(c2nc(-c3ccc(C)cc3)cs2)CC1	11	-0.2	-3	-4	10	-4	2	0	-4	-3
CCOc1ccc2oc(C(=O)NCC(c3ccco3)N(C)C)c(C)c2c1 (configuration not stated)	-4	1.7	-1	-22	-14	-6	-63	-23	4	-4
O=C(c1cccc([N+](=O)[O-])c1)N1CCCC(C(=O)N2CCCCCC2)C1 (configuration not stated)	-6	0.9	3	-3	-10	-4	-4	6	6	1
CCOC(=O)CC(=O)CSc1ncnc2c1oc1ccccc12	-9	-0.1	-5	-5	0	-7	-7	-21	0	11
Cc1ccc(S(=O)(=O)NNC(=O)CCCCC(=O)NNS(=O)(=O)c2ccc(C)cc2)cc1	2	-0.4	7	-4	3	-4	-2	-1	3	0
Cn1ccsc1=NC(=O)c1ccccc1F	-22	-0.7	-4	3	-14	4	-3	-2	2	3
CC(C)NC(=O)C1(C)Cc2c(-c3ccc(C(N)=O)cc3)ccnc2O1 (configuration not stated)	10	-1.1	1	-6	5	-10	-17	1	0	-8
CCCCN1C[C@H](C)[C@@H](CC(=O)NCc2ccccc2)C1=O	-3	0.9	1	-1	-3	7	5	-2	3	2
Cc1nnc(SCC(=O)NC2CCCCC2)n1-c1ccccc1	3	0.1	-4	1	-2	-1	-3	6	3	2
O=C1C=CC(=O)N1Cc1ccccc1	4	-0.2	-8	-1	0	-2	0	4	4	-9
CN(C(=S)Nc1ccc(F)cc1)C(c1ccccc1)c1ccccc1	17	0.5	0	-4	15	0	-5	-3	-5	-1
Cc1cc(C)n(-c2ccc(C(=O)OCC(=O)Nc3cc(S(C)(=O)=O)ccc3Cl)cc2)n1	1	-0.6	4	-5	8	-1	-11	-3	-3	6
